Myeloid diff 2 – myeloid differentiation induction; ER-HoxA9 myeloid progenitors, lysozyme-GFP differentiation, flow cytometry; calls only at 10 µM; 360,000 tested, 1% active;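 active = normalized GFP-positive differentiation at or above the plate's own cutoff, the solvent-only control mean plus 3 SD; inconclusive = no clear call, values can overlap the other calls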;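 also: cells exposed to compound for four days before flow analysis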
Dengue-2 NS5 capping – flavivirus cap methylation enzyme inhibition – biochemical, confirmation dose response, primary screen (AID 588689) | Dengue-2 NS5 methyltransferase capping enzyme assay, biochemical; higher % means a stronger effect | inhibition, % at 25 µM; hits with a dose series show IC50 in µM | 340,000 tested, 0.3% active; in the data active = a potency from the dose series; inconclusive = inhibition above about 29% without an active follow-up result
Dengue-2 NS5 capping pilot replicate – second read-out of Dengue-2 NS5 capping, no call of its own (marks repeat the call); inhibition, %; measured here: pilot screen replicate inhibition
Myeloid diff 2 GFP+ MAC1+ % – second read-out of Myeloid diff 2, no call of its own (marks repeat the call); GFP+ MAC1+ double positive, %; measured here: differentiation confirmed by MAC1 staining
* = called active by the depositor; i = inactive; ? = inconclusive; + = active, no number.

SMILES	Myeloid diff 2	Myeloid diff 2 GFP+ MAC1+ %	Dengue-2 NS5 capping	others
CC(C)(C)OC(=O)C[C@H]1C/C=C\C[C@@H](CC(=O)N[C@H](CO)Cc2ccccc2)C(=O)NCCOC1=O	i	1.4	2%
CCN(CC(=O)Nc1c(F)cccc1F)C(=O)c1ccc(N2CCOCC2)c([N+](=O)[O-])c1	i	0.7	7%
CCOC(=O)c1[nH]cnc1C(=O)N[C@@H](C)c1ccccc1	i	0.8	-2%
COCc1c(C(=O)N2CCN(S(=O)(=O)c3ccccc3Cl)CC2)oc2ccccc12	i	0.2	4%
CCOC(=O)c1c(CC(C)C)csc1NC(=O)COC(=O)C1=NNC(=O)CC1	i	0.4	-9%
CCNC(=O)NC(=O)CSc1ccc(S(=O)(=O)N(C)C2CCCCC2)cn1	i	0.3	-10%
Fc1cccc(-c2ncc(-c3ccccc3)o2)c1	i	0.9	-2%
O=C(Nc1ccc2c(c1)[C@@H]1C[C@@H](CC(=O)N3CCOCC3)O[C@@H](CO)[C@@H]1O2)NC1CCCC1	i	1.2	-7%
CCOC(=O)C1CCCN(C(=O)c2cc(S(=O)(=O)N3CCCCC3)ccc2Cl)C1 (stereo unspecified)	i	0.3	-16%
COc1ccc(-c2nc3c(s2)CCc2onc(-c4ccc(Br)cc4)c2-3)cc1	i	1.3	-7%
CC(C)CN(C(=O)c1cc([N+](=O)[O-])cc([N+](=O)[O-])c1)C1CCS(=O)(=O)C1 (stereo unspecified)	i	1.0	4%
O=[N+]([O-])c1ccc(S(=O)(=O)NN=Cc2ccc(Cl)c(Cl)c2)cc1	i	1.0	5%

The final three records of the section above come first, to join the parts.
SMILES	Myeloid diff 2	Myeloid diff 2 GFP+ MAC1+ %	Dengue-2 NS5 capping	others
COc1ccc(-c2nc3c(s2)CCc2onc(-c4ccc(Br)cc4)c2-3)cc1	i	1.3	-7%
CC(C)CN(C(=O)c1cc([N+](=O)[O-])cc([N+](=O)[O-])c1)C1CCS(=O)(=O)C1 (stereo unspecified)	i	1.0	4%
O=[N+]([O-])c1ccc(S(=O)(=O)NN=Cc2ccc(Cl)c(Cl)c2)cc1	i	1.0	5%
O=C(NC[C@@H]1CCCO1)c1cccc2c1C(=O)c1ccc(Cl)cc1S2(=O)=O	i	0.8	-2%
CC(C)(C)OC(=O)C[C@H]1C/C=C\C[C@H](CC(=O)N[C@H](CO)Cc2ccccc2)C(=O)N2CCC[C@@H]2COC1=O	i	0.9	7%
O=C(CSc1nccn(-c2ccc(Br)cc2)c1=O)NC1CCCC1	i	0.3	-2%
O=C(COC(=O)CNC(=O)c1ccccc1Cl)Nc1ccccc1Cl	i	0.5	-8%
Cc1cccc(-n2c(C)nc3ccsc3c2=O)c1	i	0.6	4%
CN(c1ccccc1)S(=O)(=O)c1cccc(C(=O)NCC(=O)Nc2ccc(F)c(F)c2F)c1	i	0.3	-6%
COc1ccc(CCNC(=O)COC(=O)c2ncc(Cl)c(Cl)c2Cl)cc1OC	i	0.7	5%
CC[C@]12c3[nH]c4ccc(OC)cc4c3CCN1C(=O)C(CC(=O)NCC13CC4CC(CC(C4)C1)C3)C[C@@H]2C(=O)N1CCN(C(=O)c2ccco2)CC1 (stereo partly specified)	i	0.6	1%	Dengue-2 NS5 capping pilot replicate=-6.1
N#Cc1ccc(NC(=O)CSc2nc3[nH]c(=O)cc(O)c3s2)cc1	i	0.9	0%
Cc1nc2nc(-c3cccs3)[nH]c2cc1Br	i	0.7	-5%
COc1ccc(NS(=O)(=O)c2cccc(C(=O)NCCCN3CCOCC3)c2)cc1	i	1.4	-3%
O=S(=O)(N=C(NS(=O)(=O)c1ccc(Cl)cc1)c1ccccc1)c1ccc(Cl)cc1	i	0.8	-3%
COc1ccc(C(=O)CC(C(=O)O)c2ccc(OC)c(OC)c2)cc1OC (stereo unspecified)	i	0.4	2%
Clc1ccc2scc(CN3CCCC3)c2c1	i	0.8	1%
Cc1cc(C)c(S(=O)(=O)N2CCN(C(=O)CC(C)n3nc(C)nc3C)CC2)c(C)c1 (stereo unspecified)	i	2.2	-2%
Cc1ccc(S(=O)(=O)N2CCOCC2)cc1NC(=O)CSc1nnc2n1CCCCC2	i	1.2	-3%
C[C@H]1CN([C@@H](C)CO)C(=O)c2cccc(NC(=O)c3cnccn3)c2O[C@@H]1CN(C)C(=O)Nc1ccc2c(c1)OCO2	i	1.2	-7%
COc1cc(OC)cc(-c2c(C#Cc3ccsc3)c3cc(-c4ccc(OC)cc4F)ccc3n2C)c1	i	2.2	-13%
CCN1C(=O)[C@H]2[C@@H](c3ccc(OC)cc3)N[C@]3(CCCN(Cc4cccn4C)C3=O)[C@H]2C1=O	i	0.8	-10%
C[C@H](CO)N1C[C@H](C)[C@@H](CN(C)S(=O)(=O)c2cn(C)cn2)OCc2cn(nn2)CCCC1=O	i	1.4	-1%
Cc1ccccc1-c1ccc2c(c1)O[C@@H](CN(C)C(=O)Nc1ccc(C(F)(F)F)cc1)[C@H](C)CN([C@@H](C)CO)S2(=O)=O	i	0.4	-1%
C[C@H](CO)N1C[C@H](C)[C@H](CN(C)S(=O)(=O)c2cccc(F)c2)Oc2cc(Br)ccc2S1(=O)=O	i	0.6	-5%
COc1ccc(CNC(=O)c2ccc3c(=O)n4c(nc3c2)CCCCC4)cc1OC	i	0.6	-4%
CCCCCN(CCCCC)C(=O)C(CCC(=O)O)NC(=O)c1ccc(Cl)c(Cl)c1 (stereo unspecified)	i	3.0	6%
COc1cc2c(c(OC)c1OC)C(c1ccc3c(c1)OCO3)CC(=O)O2 (stereo unspecified)	i	3.6	1%	Dengue-2 NS5 capping pilot replicate=1.5
O=C(COc1coc(CN2CCN(c3ccccc3)CC2)cc1=O)NC1CCCC1	i	0.7	-8%
NC(=O)c1ncn([C@@H]2O[C@H](CN=C3NS(=O)(=O)c4ccccc43)[C@@H](O)[C@H]2O)n1	i	0.3	-8%
O=C1N[C@@H](c2ccccc2)COC(=O)[C@@H](Cc2ccc(F)cc2)C/C=C\C[C@H]1CC(=O)N(CCO)Cc1ccccc1	i	0.0	-3%
COc1cccc(C=NN2CCCCCC2)c1OC	i	0.4	3%
O=c1cc(CCl)nc(Cc2c(Cl)cccc2Cl)[nH]1	i	0.4	-5%
Cc1ccsc1C(=O)N1CCN(c2ncccn2)CC1	i	0.1	-2%
COc1ccc([N+](=O)[O-])cc1NC(=O)C(C)NNC(=O)c1cccc([N+](=O)[O-])c1 (stereo unspecified)	i	0.2	1%
Cc1ccccc1-c1cccc([C@@H]2C[C@H]3[C@H](CON3C)CN2Cc2cc(Cl)cc(Cl)c2)c1	i	1.4	-1%	Dengue-2 NS5 capping pilot replicate=-3.1
O=C(CCl)N1c2ccccc2Oc2ccc3ccccc3c21	+	14*	?
CN(CC(=O)Nc1ccccc1Cl)C(=O)COC(=O)c1ccccc1[N+](=O)[O-]	i	0.5	-1%
CCOc1ccc2oc(C(=O)OCC(=O)N3CCCC(C)C3)c(C)c2c1 (stereo unspecified)	i	0.2	-9%
O=[N+]([O-])c1cc(F)cc(F)c1Nc1ccc(F)cc1	i	1.2	10%
COc1ccc(C(=O)OCC(=O)N2CCN(C(=O)c3ccco3)CC2)c(OC)c1OC	i	2.3	4%
COc1ccc(Cl)cc1NC(=O)CN(C)C(=O)c1cccc2cccnc12	i	0.8	-4%
Cc1ccc(S(=O)(=O)Nc2cccc(C(=O)NCc3cccnc3)c2)cc1F	i	6.9	-7%
Cc1nc(-c2ccc(F)cc2)c(CC(=O)Nc2cccc(S(=O)(=O)N3CCOCC3)c2)s1	i	0.5	-1%
CC[C@@]1(C(=O)OC)N[C@H](CN(C)S(=O)(=O)c2ccccc2)[C@@H]2C(=O)N(C)C(=O)[C@@H]21	i	2.4	2%	Dengue-2 NS5 capping pilot replicate=-0.9
Cc1ccc2oc(-c3cccc(NC(=O)c4ccccn4)c3)nc2c1	i	0.6	-10%
CCN1CCN(c2ccc(S(=O)(=O)N3CCCCC3)cc2NC(=O)c2ccc([N+](=O)[O-])s2)CC1	+	2.7*	-4%
O=S(=O)(Nc1cc(Cl)ccc1-n1cncn1)c1ccccc1Cl	i	0.8	0%
COC(=O)CC1(CC(N)=O)SCCS1	i	1.1	2%
NCC(=O)NCC(=O)NC[C@H]1O[C@@H](n2cnc3c(N)ncnc32)[C@H](O)[C@@H]1O	i	0.9	-3%	Dengue-2 NS5 capping pilot replicate=3.4
CCCNC(=O)N(C)C[C@H]1Oc2ncc(C#CCc3ccccc3)cc2C(=O)N([C@H](C)CO)C[C@H]1C	i	0.2	-16%
COc1ccc(C(=O)Nc2cc(OC)c(NC(=O)Nc3ccccc3)cc2OC)cc1	i	2.1	6%
Cc1cc(S(=O)(=O)N2CCN(CC(=O)NC(C)(C#N)C3CC3)CC2)ccc1Br (stereo unspecified)	i	0.7	-2%
CC(C)CN(C(=O)C1CC1)C1CCS(=O)(=O)C1 (stereo unspecified)	i	0.3	1%
Cc1cccc(C)c1NC(=O)c1cc(S(=O)(=O)N2CCC3(CC2)OCCO3)ccc1F	i	0.7	-5%
Nc1cc2c(cc1Br)[nH]c(=O)c1ccccc12	i	1.1	3%
O[C@H]1C[C@H](c2ccc(Cl)cc2)N(CC2CCCCC2)C[C@@H]1n1cc(-c2ccc(F)cc2)nn1	i	0.4	-1%
COc1ccc(NC(=O)c2ccccc2)cc1	i	1.4	-1%
O=C(CSc1nc(=O)n2cc(Cl)ccc2n1)Nc1ccc2c(c1)OCO2	i	0.3	-20%
O=C(CNC(=O)C1(c2ccccc2)CC1)Nc1ccc(F)c(F)c1	i	1.1	4%
COC(=O)C[C@H]1C[C@H]2c3cc(NS(=O)(=O)c4cccc(OC)c4)ccc3O[C@H]2[C@@H](CO)O1	i	0.4	2%
CCCCN(C(=O)c1cc(-c2ccncc2)nc2ccccc12)c1c(N)n(CC(C)C)c(=O)[nH]c1=O	i	0.4	2%
Cc1ccc(S(=O)(=O)N2CCN(C(=O)CN3C(=O)c4ccc([N+](=O)[O-])cc4C3=O)CC2)c(C)c1	i	0.4	0%
Additional results follow:
SMILES	Myeloid diff 2	Myeloid diff 2 GFP+ MAC1+ %	Dengue-2 NS5 capping	others
CC1CCC(NC(=O)CSc2ccc(S(=O)(=O)N(C)C)cn2)CC1 (stereo unspecified)	i	0.6	2%
CCOC(=O)c1nc2c(=O)n(C)c(=O)n(C)c2n(C)c1=O	i	0.9	-5%
COc1ccc([C@H]2CC(=O)C=C(c3cccc(OCc4ccccc4)c3)C2)cc1	i	2.7	-1%
CCOc1ccc(S(=O)(=O)N2CCCCC2)cc1NC(=O)CSCc1c(C)noc1C	i	1.3	2%
Cc1ccc(NC(=O)c2cc(S(=O)(=O)N(C)C)ccc2N2CCCC2)cc1S(=O)(=O)N(C)C	i	0.9	-2%
C[C@@H]1CCCCO[C@@H](CN(C)S(=O)(=O)c2ccccc2)[C@@H](C)CN([C@H](C)CO)C(=O)c2cc(NS(=O)(=O)c3ccc(F)cc3)ccc2O1	i	2.2	-4%
C[C@H]1CN(c2ccc(Br)cc2)C(=O)[C@@H]1CC(=O)Nc1ccccc1	i	0.9	-8%
CN(Cc1ccc(F)cc1)C(=O)c1ccc(NS(=O)(=O)c2ccc3[nH]c(=O)[nH]c3c2)cc1	i	0.6	13%
O=C(O)CC1(CC(=O)O)Nc2ccccc2SC1=O	i	0.2	-3%
C[C@H](NC(=O)c1[nH]cnc1C(=O)Nc1ccccc1F)c1ccccc1	i	0.4	-1%
Cc1ccc(S(=O)(=O)N(C)CC(=O)Nc2ccc(C)cn2)cc1	i	0.8	1%
O=C(COC(=O)C1CCN(c2ccc(C(F)(F)F)cn2)CC1)NCCc1ccccc1	i	0.5	0%

As a short view, some entries already given.
SMILES	Myeloid diff 2	Myeloid diff 2 GFP+ MAC1+ %	Dengue-2 NS5 capping	others
CC1CCC(NC(=O)CSc2ccc(S(=O)(=O)N(C)C)cn2)CC1 (stereo unspecified)	i	0.6	2%
CCOC(=O)c1nc2c(=O)n(C)c(=O)n(C)c2n(C)c1=O	i	0.9	-5%
COc1ccc([C@H]2CC(=O)C=C(c3cccc(OCc4ccccc4)c3)C2)cc1	i	2.7	-1%

(cont.)
SMILES	Myeloid diff 2	Myeloid diff 2 GFP+ MAC1+ %	Dengue-2 NS5 capping	others
O=C(NCC1COc2ccccc2O1)c1cccc(S(=O)(=O)N2CCN(c3ccccc3)CC2)c1 (stereo unspecified)	i	0.8	1%
CC1CCCN(C(=O)COC(=O)COc2ccc(C#N)cc2)C1 (stereo unspecified)	i	0.3	2%
CC(=O)C1=CN(CC2CCCCC2)CCC1=O	i	0.5	-7%	Dengue-2 NS5 capping pilot replicate=-0.6
O=C(COc1ccccc1Cl)NNC(=O)c1ccc(-n2cncn2)c([N+](=O)[O-])c1	i	0.8	-14%
CCCOc1ccc(NC(=O)CC2C(=O)OCC3CCCCN32)cc1 (stereo unspecified)	i	0.7	-5%
O=C(COc1cccc2c1CCNC2=O)Nc1ccc(Cl)cc1	i	0.6	-12%
O=C(NC1CC1)c1cccc(S(=O)(=O)N2CCOCC2)c1	i	0.8	1%
COc1ccc(N(CCC(=O)Nc2ccccc2F)S(=O)(=O)c2ccc(C)cc2C)cc1	i	0.3	-7%
Cc1ccc(C)c(S(=O)(=O)N2CCN(C(=O)CCCc3c[nH]c4ccccc34)CC2)c1	i	0.4	-4%
Cc1cc(C)n2nc(C(=O)Nc3cc(S(=O)(=O)N4CCCCC4)ccc3C)nc2n1	i	0.3	-7%
O=C(COC(=O)C1=COCCO1)Nc1c(F)cccc1F	i	0.2	-7%

Reprinted at random: 2 entries already listed
SMILES	Myeloid diff 2	Myeloid diff 2 GFP+ MAC1+ %	Dengue-2 NS5 capping	others
COc1ccc([C@H]2CC(=O)C=C(c3cccc(OCc4ccccc4)c3)C2)cc1	i	2.7	-1%
Cc1cc(C)n2nc(C(=O)Nc3cc(S(=O)(=O)N4CCCCC4)ccc3C)nc2n1	i	0.3	-7%

Compound activity (PubChem)

A portion of the library (hit frequency here may not be typical).
